Bioassay records deposited in PubChem BioAssay by National Center for Advancing Translational Sciences (NCATS).
S3 lipid droplet: qHTS Assay for Lipid Storage Modulators in Drosophila S3 Cells; Drosophila S3 cells, BODIPY lipid droplet fluorescence, 18-24 h; cells fed with added oleic acid; lipid storage change, negative = inhibition, % at the top dose, mostly 46.1 µM; hits show Potency in µM; 320,000 tested, 0.64% active; AID 2685; active = well fitted inhibition curve with a large enough effect in the signal ratio, with a control signal flat, not every such curve was filed as active; inconclusive = small, poorly fitted or top-dose-only effect, or effect the other way, or a change in a side signal; the % refers to the signal ratio
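Laser-scanning cytometry quantifies lipid droplet accumulation (500–530 nm total intensity; droplet/cell object ratio) in oleic acid-fed (400 uM added) Drosophila S3 cells treated with a concentration series. 20 uM Triacsin C defined 100% inhibition.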
S3 lipid droplet cell count max: recorded beside S3 lipid droplet, whose call it bears; cell number change, %; measured here: cell count max response;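 cells counted by Cell Tracker Red CMTPX staining in the red channel; peak over a dose series mostly up to 46.1 µM; percent activity relative to internal control wells on each plate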
* marks the source's active call; other numbers are inactive results; i = inactive; ? = inconclusive; nt = not tested or not shown; [ ] = another dose, or the depositor's remark. % is scaled to controls: 0 for no effect and ±100 for the full control effect; potency is read from the fitted curve at half-maximal effect.

S3 lipid droplet	S3 lipid droplet cell count max	Molecule
?	nt	Cc1ccccc1C(=O)Nc1cccc(NC(=O)Cn2cnc3c(=O)n(C)c(=O)n(C)c32)c1
?	nt	CSc1ccccc1NC(=O)Cc1ccccc1[N+](=O)[O-]
7%	0	O=C(CCc1nc2ccccc2c(=O)[nH]1)OCC(=O)N1CCN(S(=O)(=O)c2ccccc2)CC1
i	12	O=C(NCc1ccccc1F)C1CCC(=O)N(Cc2ccc(Cl)cc2)C1 (stereo not given)
?	nt	CCN(CC)C(=O)C1CCCN(Cc2cccc(Oc3ccccc3)c2)C1 (stereo not given)
10%	8	COc1ccc2c(c1OC)C(=O)N1C2SC[C@H]1C(=O)NCCC(C)C (stereo not given in full)
-1%	-19	O=C(NCc1ccco1)C(c1ccccc1)N(C(=O)Cc1cccs1)c1ccccc1F (stereo not given)
6%[9.22 µM]	6	Cc1[nH]nc(SCC(=O)NCCc2ccccc2)c1[N+](=O)[O-]
?	nt	C/C(=N\Nc1nc2ccccc2s1)c1ccc2c(c1)OCO2
?	nt	CC(=O)c1ccc(NC(=O)CCc2nnc3ccc(N4CCCC4)nn23)cc1
?	nt	CN1CCN(c2ccc(S(=O)(=O)N3CCCCC3)cc2NC(=O)COc2cccc(Cl)c2)CC1
-2%	-19	OC[C@H]1NC[C@@H](O)[C@@H]1O
?	nt	COc1cc(OC)cc(C(=O)NNC(=S)NCc2ccco2)c1
?	nt	CSCCC1NC(=S)N(Cc2ccccc2)C1=O (stereo not given)
?	nt	CCCCN(CC)CCNC(=O)CN1C(=O)COc2ccc(S(=O)(=O)N3CCCC3)cc21
?	nt	O=C(CNC(=O)c1ccncc1)Nc1ccc(F)c(F)c1
-12%	-14	CCC1CCc2[nH]nc(C(=O)O)c2C1 (stereo not given)
?	nt	CCOC(=O)N1CCN(c2ncnc3c2cnn3-c2ccc(OC)cc2)CC1
-29%	1	NC(=O)c1ccc(/C=N/O)[n+](Cc2ccccc2)c1
i	-1	Cc1cc(/C=C(\C#N)C(=O)NCc2cccs2)c(C)n1-c1ccccc1F
?	nt	Nc1cc(S(=O)(=O)Nc2ccccc2Cl)ccc1N1CCOCC1
-14%	-2	Cc1cccc(OCc2nnc(SCc3cc(=O)[nH]c4ccccc34)n2-c2ccccc2)c1
13%	-3	COc1ccc(-c2cc(C(F)(F)F)nc(N3CCN(Cc4ccccc4)CC3)n2)cc1OC
?	nt	Cc1nn(C(=O)N(C)C)c(C)c1CN1C(=O)c2ccccc2C1=O
?	nt	CCCNC(=O)COC(=O)c1n[nH]c2ccccc12

Single records, from the list above.
Cc1[nH]nc(SCC(=O)NCCc2ccccc2)c1[N+](=O)[O-] across the screens: S3 lipid droplet = 6%[9.22 µM]; S3 lipid droplet cell count max = 6
CCC1CCc2[nH]nc(C(=O)O)c2C1 (stereo not given) across the screens: S3 lipid droplet = -12%; S3 lipid droplet cell count max = -14
COc1ccc(-c2cc(C(F)(F)F)nc(N3CCN(Cc4ccccc4)CC3)n2)cc1OC across the screens: S3 lipid droplet = 13%; S3 lipid droplet cell count max = -3

Looked up by compound from the entries so far:
S3 lipid droplet	S3 lipid droplet cell count max	Molecule
-2%	-19	OC[C@H]1NC[C@@H](O)[C@@H]1O
-12%	-14	CCC1CCc2[nH]nc(C(=O)O)c2C1 (stereo not given)
?	nt	CCN(CC)C(=O)C1CCCN(Cc2cccc(Oc3ccccc3)c2)C1 (stereo not given)
?	nt	CCCNC(=O)COC(=O)c1n[nH]c2ccccc12
?	nt	CCOC(=O)N1CCN(c2ncnc3c2cnn3-c2ccc(OC)cc2)CC1
?	nt	Nc1cc(S(=O)(=O)Nc2ccccc2Cl)ccc1N1CCOCC1
6%[9.22 µM]	6	Cc1[nH]nc(SCC(=O)NCCc2ccccc2)c1[N+](=O)[O-]

(next part)
S3 lipid droplet	S3 lipid droplet cell count max	Molecule
5%[0.0737 µM]	14	CCOc1ccc(-n2ccnc(SCC(=O)Nc3ccc(CC)cc3)c2=O)cc1
?	nt	CCn1c(=O)cc(OCC(=O)NCCc2ccc(OC)c(OC)c2)c2ccccc21
26%	-19	CC(C)c1nc(SCC(=O)N2CCCC2)c2ccccc2n1
?	nt	COc1ccc(OC)c(NC(=O)c2ccc(N3C(=O)C4CC=C(C)CC4C3=O)cc2)c1 (stereo not given)
27%	-7	COc1ccc(NS(=O)(=O)c2ccc(NC(=O)Cc3cccs3)cc2)cc1
-12%	-8	Cc1nnc2sc(SCC(=O)N3CCCCC3)nn2c1=O
-9%	0	COc1cc(O)ccc1C=O
?	nt	Cc1ccc(CN(C(=O)c2cc(=O)c3cc(Cl)c(C)cc3o2)C2CCS(=O)(=O)C2)cc1 (stereo not given)
?	nt	CC(C)CNc1oc(-c2ccc(F)cc2)nc1C#N
6%	4	Clc1ccc(-n2nnnc2-c2ccno2)cc1
?	nt	CN(CCOc1ccc(-c2ccn(S(=O)(=O)c3c(Cl)cccc3Cl)n2)cc1)c1ccccn1
?	nt	Cc1cc2c(c(=O)n1Cc1ccccn1)C(C(C)C)C(C#N)=C(N)O2 (stereo not given)
?	nt	O=[N+]([O-])c1ccc(O)c(C=Nc2ccc3c(c2)OCO3)c1
13%	13	COc1ccc(S(=O)(=O)Nc2nc3ccccc3nc2Nc2ccc3c(c2)OCO3)cc1
14%	1	Cc1ccc(C)c(C(=O)CN2C(=O)CCC2=O)c1
-9%	1	COc1ccc(CNC(=O)c2cccc(NC(=O)c3ccccc3)c2)cc1
?	nt	Cc1cc2c(sc3ccccc32)c(C)n1
-5%	13	CN(C[C@H](Cc1ccccc1)N(C[C@@H](CC1CCCCC1)N(CCc1ccccc1)N=O)N=O)N=O
0%	13	COc1nc(C)c2cc(C)oc2n1
14%	10	O=C1c2ccccc2-c2cccnc21
-1%	6	O=S(=O)(c1ccc(F)cc1)N1CCCC(CO)C1 (stereo not given)
1%	9	CC1CCCC(C)N1CCCNC(=O)CN1C(=O)COc2ccc(S(=O)(=O)N3CCOCC3)cc21 (stereo not given)
?	nt	COc1cccc(C2NC(=O)CCC2[N+](=O)[O-])c1OC (stereo not given)
10%	4	O=C(N/N=C/C=C\c1cccc([N+](=O)[O-])c1)c1ccccn1
?	nt	Cc1ccc(C2(C)NC(=O)N(CC(=O)NC(=O)NC3CCCC3)C2=O)cc1 (stereo not given)
?	nt	COc1ccc([C@H]2CC(=O)C=C(c3ccc(F)cc3OCc3ccccc3)C2)cc1OC
8%	15	CC(=O)CC(C)=NCCN=C(C)CC(C)=O
?	nt	COCCNC(=O)C(=O)Nc1ccc(Cl)cc1C
11%	8	CCNc1nc(OC)nc(N(OC)S(=O)(=O)c2ccc(C)cc2)n1
2%	10	Cc1cc(OCC(O)CN(CCO)CCO)ccc1Cl (stereo not given)
5%	nt	CC(C)C(C(=O)Nc1ccc2c(c1)OCCOCCOCCOCCO2)N1C(=O)c2ccccc2C1=O (stereo not given)
-7%	-11	O=C(NCc1ccccc1Cl)c1ccc2c(=O)n(CCCN3CCCC3=O)c(=S)[nH]c2c1
3%	5	Cc1cccn2c(Nc3ccccc3)c(-c3ccccn3)nc12
?	nt	CC(C)C(=O)OCCN=C1NS(=O)(=O)c2ccccc21
i	-8	Cc1ccc2c(c1)nnn2C1CCN(S(=O)(=O)c2ccc(C(=O)N3CC(C)CC(C)C3)cc2)CC1 (stereo not given)
?	nt	Cc1ccc(NC(=O)Nc2ccccc2F)cc1S(=O)(=O)N1CCOCC1
?	nt	CCCn1c(CN2CCN(C(=O)OCC)CC2)nc2c1c(=O)n(C)c(=O)n2C
?	nt	CCOc1ccc(NC(=O)CSc2nc3ccsc3c(=O)n2CCC(=O)O)cc1
11%	15	N#CC1(NC(=O)CSc2ccccn2)CCCCC1
?	nt	CCOC(=O)CSc1ccc(C(=O)Nc2ccc(OC)cc2)cn1
0%	-4	Cc1ccc(S(=O)(=O)N/N=C/c2ccc(C#N)cc2)cc1
?	nt	Nc1cc(=O)[nH]c(SCc2cccc3ccccc23)n1
4%	4	CCc1nnc(NC(=O)CSc2nnc(-c3c[nH]c4ccccc34)n2C)s1
?	nt	O=C(N/N=C/c1cccnc1)c1cc2ccccc2o1
?	nt	CN(Cc1ccccc1N1CCCC1)C(=O)c1cc2cc(Cl)ccc2o1
?	nt	O=C(c1ccccc1F)N1CCN=C1SCc1cccnc1
7%	4	O=C1CC(SC2=NCCS2)C(=O)N1c1ccc(Br)cc1 (stereo not given)
-13%	-2	C/C(=N\OCC(=O)Nc1ccc(F)c(F)c1F)c1cc2ccccc2o1
14%	10	CCOc1cc(N2CCOCC2)c(OCC)cc1NC(=O)CSc1nc(N)cc(=O)[nH]1
-4%	-21	O=c1[nH]n2c(=O)c3c([nH]c2c1N=Nc1cccc(C(F)(F)F)c1)CCCC3

The final 4 compounds of the section before come first, to join the parts:
S3 lipid droplet	S3 lipid droplet cell count max	Molecule
7%	4	O=C1CC(SC2=NCCS2)C(=O)N1c1ccc(Br)cc1 (stereo not given)
-13%	-2	C/C(=N\OCC(=O)Nc1ccc(F)c(F)c1F)c1cc2ccccc2o1
14%	10	CCOc1cc(N2CCOCC2)c(OCC)cc1NC(=O)CSc1nc(N)cc(=O)[nH]1
-4%	-21	O=c1[nH]n2c(=O)c3c([nH]c2c1N=Nc1cccc(C(F)(F)F)c1)CCCC3
?	nt	CC(c1nc2scc(-c3ccccc3)c2c(=O)[nH]1)N1CCN(CC(=O)NC2CC2)CC1 (stereo not given)
?	nt	Cc1ccc(N(CC(=O)NCCc2ccccc2)C(=O)CCC(=O)Nc2cc(C)ccn2)cc1
?	nt	Cc1cc(C(=O)NCCCn2ccnc2)cs1
i	19	CSc1nc2ccccc2n1C(=O)Oc1ccccc1
?	nt	Cc1cc(C)c(NC(=O)CSc2nc3c(c(=O)n2C)SC(C)C3)c(C)c1 (stereo not given)
?	nt	CCOC(=O)CSc1nc(Nc2ccc3c(c2)OCO3)c2ccccc2n1
-6%	1	Clc1ccc(CN=C(Nc2ccccc2)NC2CCCCC2)cc1
?	nt	CCOC(=O)C1=C(C)Nc2sc(C(=O)c3ccc(OC)cc3)c(N)c2C1c1ccc(C(=O)OC)cc1 (stereo not given)
?	nt	O=C(O)CC(CC(=O)Nc1nncs1)c1ccccc1 (stereo not given)
?	nt	O=C(/C=C/c1ccccc1)c1ccc(NC2=NCCCS2)cc1
21%	-7	Cc1ccccc1N(CC(=O)NCCc1ccccc1)C(=O)c1ccc(N2CCCC2)nc1
?	nt	C=CCNC(=O)N[C@@H](CCSC)C(=O)OC
25%	nt	CC(=O)Nc1cccc(NC(=O)CSc2nc(=O)n(Cc3ccncc3)c3c2CCC3)c1
?	nt	CCC(=O)Nc1cc(C)c(NC(=O)c2ccccc2OC)cn1
i	15	CS(=O)(=O)NN1C(=O)c2ccccc2NC1c1ccccc1F (stereo not given)
-11%	1	COc1ccc(NC(=O)COC(=O)CCCOc2ccc(Cl)cc2Cl)cc1
11%	17	COc1ccccc1CC(=O)Nc1ccc(Cl)cc1C(=O)O
?	nt	Cc1ccc(NC(=O)Nc2ccon2)cc1
15%	15	O=P(c1ccccc1)(c1ccccc1)C(O)c1ccncc1 (stereo not given)
-22%	-14	Cc1nc(C)c(-c2ccc(SCC(=O)Nc3cccc(F)c3)nn2)s1
?	nt	CCOc1cc2c(cc1/C=C1/NC(=O)N(CC(=O)OC)C1=O)OCO2
?	nt	CC(=O)N1CCC(=NNC(=O)c2cccs2)CC1
?	nt	CC1CCN(C(=S)Nc2ccc(SC(F)F)cc2)CC1
?	nt	C=CCC1NS(=O)(=O)OCC1C(C)C (stereo not given)
-7%	-21	COc1ccc(C(=O)c2ccc(N3CCN(C(=O)c4ccc(F)cc4)CC3)c(F)c2)cc1Br

Part of the list above in order of number of heavy atoms, highest first:
S3 lipid droplet	S3 lipid droplet cell count max	Molecule
?	nt	CCOC(=O)C1=C(C)Nc2sc(C(=O)c3ccc(OC)cc3)c(N)c2C1c1ccc(C(=O)OC)cc1 (stereo not given)
?	nt	CCOc1cc2c(cc1/C=C1/NC(=O)N(CC(=O)OC)C1=O)OCO2
11%	17	COc1ccccc1CC(=O)Nc1ccc(Cl)cc1C(=O)O

Later entries:
S3 lipid droplet	S3 lipid droplet cell count max	Molecule
-4%	13	CCOC(=O)Cn1nc(C)c(NC(=O)CCc2ccccc2)c1C
?	nt	CSc1cccc(NS(=O)(=O)c2ccc(F)cc2)c1
?	nt	O=C(Nc1cccc(NC(=O)c2ccccc2[N+](=O)[O-])c1)c1ccccc1Cl
-19%	-22	CC(C)(C)NC(=O)c1cccc(NC(=O)c2cccc(O)c2)c1
?	nt	N#Cc1ccc(Cl)cc1NC(=O)CSc1nc2nc(-c3cccs3)cc(C(F)(F)F)c2c(=O)[nH]1
-26%	nt	COC(=O)c1cc(S(=O)(=O)NCc2ccc3c(c2)OCO3)cn1C
10%	12	O=C(NCc1nnc(SCC(=O)N2CCOCC2)o1)c1c(F)cccc1F
?	nt	CCC(C)(C)NC(=O)C(c1ccc(OC)cc1)N(Cc1ccccc1)C(=O)CCC(=O)Nc1cc(C)on1 (stereo not given)
7%	1	CCCCC(CCC(=O)NNC(=O)Cc1ccccc1)C(=O)O (stereo not given)
2%	7	O=C(CNC(=O)Cc1cccc2ccccc12)NCc1ccccc1F
?	nt	COc1ccccc1-c1c(C)[nH]n2c(=O)c(Cc3ccccc3)c(C)nc12
-7%	6	COc1ccc(CNC(=O)COC(=O)c2cccs2)cc1
-11%	nt	O=C(NC1CCN(Cc2ccccc2)CC1)c1ccc(Oc2cc(Cl)cc(Cl)c2)o1
?	nt	Cc1cc(C(=O)CN2C(=O)C3CC=CCC3C2=O)c(C)n1-c1ccccc1 (stereo not given)

These rows are one share of the data, so the mix of outcomes need not match the whole.
